Screens from PubChem BioAssay.
D1 PAM – potentiators of human D1 dopamine receptor; P21728; HEK293 TREx D1 cells, calcium flux, dopamine EC20 potentiation; potentiation, % at 10 µM; 0.036% of 360,000 active; AID 504651; in the data active = potentiation above about 30%; note: 0% is about no effect
Target sequence (P21728 whole entry, looked up): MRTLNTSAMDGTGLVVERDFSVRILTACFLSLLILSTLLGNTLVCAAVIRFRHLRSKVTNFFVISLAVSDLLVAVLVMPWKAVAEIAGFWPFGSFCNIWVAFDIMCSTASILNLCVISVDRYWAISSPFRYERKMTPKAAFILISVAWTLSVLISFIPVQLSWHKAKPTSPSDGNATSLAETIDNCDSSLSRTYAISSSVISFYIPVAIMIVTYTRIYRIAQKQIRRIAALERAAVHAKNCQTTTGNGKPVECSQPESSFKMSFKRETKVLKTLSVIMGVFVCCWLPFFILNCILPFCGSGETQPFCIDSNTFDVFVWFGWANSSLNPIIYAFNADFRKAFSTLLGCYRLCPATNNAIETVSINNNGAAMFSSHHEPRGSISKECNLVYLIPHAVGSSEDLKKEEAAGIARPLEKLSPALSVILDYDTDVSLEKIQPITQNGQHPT
Vif-A3F inh – Vif-A3F binding inhibition; HeLa A3F-eYFP + Vif (tagged APOBEC3F with the HIV-1 protein that degrades it), YFP fluorescence increase; Potency, µM (highest dose often 46.1 µM), inactives show top-dose activity, negative = active; 0.2% of 390,000 active; note: potency is the fitted concentration of half-maximal effect; % of control where 0% means no effect; nearly all actives have a fitted effect of over 65% in size
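HeLa cells stably expressing A3F-eYFP plus Vif, plated and incubated overnight at 37 deg C, then exposed to compounds overnight at 37 deg C. Blocked degradation read as raised yellow fluorescence (Ex 488/Em 500-530).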
D2 potentiator – D2 dopamine receptor (human) potentiation | potentiation, % at 10 µM | HEK293 T-REx D2, calcium flux, EC20 dopamine potentiation | 0.34% of 340,000 active | P14416;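 active = potentiation over 3 SD above the plate norm, cut at about 30% in these data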; note: 0% is about no effect
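Tetracycline-induced Hek293 Trex D2 cells, force-coupled to calcium, loaded with no-wash calcium dye. Compound added with 180 s kinetic read for agonism, then EC20 dopamine and a further 180 s read for potentiation.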
GRP78 ERSR act – inducers of ER stress response in human glioma cells; U87-MG GRP78 promoter luciferase reporter, 16 h; Potency, µM, for inactives: at the highest dose activation, actives largely listed as activators; 0.02% of 420,000 active; AID 602332; note: potency is the fitted concentration of half-maximal effect; series mostly up to about 76 µM; % of control where 0% means no effect; nearly all actives have a fitted effect of over 35% in size
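Stably transfected U87-MG glioma cells carrying a GRP78-based luciferase sensor; 16 h compound incubation. Luminescence end-point read 10 min after Bright-Glo addition at room temperature.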
Vif-A3G inh – blocks the Vif interaction with human APOBEC3G. Q9HC16. HeLa A3G-eYFP + Vif (tagged APOBEC3G with the HIV-1 protein that degrades it), YFP fluorescence, overnight. Potency, µM (doses to about 46.1 µM), inactives show at the top dose activity, negative = active, usual class: inhibitors. 0.076% of 410,000 active;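 note: potency is the fitted concentration of half-maximal effect; % is set by controls: 0 for no effect and ±100 for the full control effect; nearly all actives have a fitted effect of over 60% in size; hits raise eYFP signal because A3G escapes Vif-driven loss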
Target sequence (Q9HC16 whole entry, looked up): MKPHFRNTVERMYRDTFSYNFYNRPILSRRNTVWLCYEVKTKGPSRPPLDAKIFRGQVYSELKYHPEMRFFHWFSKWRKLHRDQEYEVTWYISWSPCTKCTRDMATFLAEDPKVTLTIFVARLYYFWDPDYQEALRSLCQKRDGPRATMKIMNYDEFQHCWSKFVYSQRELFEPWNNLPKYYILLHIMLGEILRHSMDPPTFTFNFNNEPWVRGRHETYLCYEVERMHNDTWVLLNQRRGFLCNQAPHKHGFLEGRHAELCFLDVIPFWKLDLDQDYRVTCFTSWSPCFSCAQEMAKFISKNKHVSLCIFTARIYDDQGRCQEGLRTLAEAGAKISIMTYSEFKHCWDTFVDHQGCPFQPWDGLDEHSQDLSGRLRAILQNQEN
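Read-out is eYFP fluorescence (Ex 488/Em 500-530) from Vif-expressing HeLa A3G-eYFP cells; more signal means A3G escaped Vif-mediated degradation. Cells plated overnight, compound pinned in, incubated overnight at 37 deg C.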
RXFP1 agonist – RXFP1 (human) receptor agonism | Q9HBX9 | HEK293T-RXFP1 cAMP TR-FRET, 30 min; response scale: percent of porcine relaxin response, buffer zero | Potency, µM (highest dose often 57.5 µM), without a hit: top-dose activation, hits mostly activators | 0.3% of 370,000 active; note: potency is the fitted concentration of half-maximal effect; % is set by controls: 0 for no effect and ±100 for the full control effect; nearly all actives have a fitted effect of over 60% in size; many of its hits are not listed in these tables
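HEK293T cells stably expressing RXFP1 were pretreated with the PDE4 inhibitor Ro 20174, exposed to compounds for 30 min at 37C, lysed, and cAMP was read by TR-FRET. Data normalized to buffer (basal) and 29 nM porcine relaxin (100%).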
D1 agonist – activates the human D1 dopamine receptor; P21728; HEK293 T-REx D1 cells, calcium flux, agonist mode; activation, % at 2 µM; 1% of 360,000 active; in the data active = activation above about 30%; note: 0% is about no effect
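Inducible HEK293 T-REx D1 cells, force-coupled to calcium signalling, were plated at 4000 cells/well with tetracycline and held overnight at 30 C. After no-wash calcium dye loading, compound-evoked calcium rise over 180 s flagged agonists.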
LDHA inh – inhibitors of human lactate dehydrogenase A; P00338; purified LDHA, NADH/diaphorase-resazurin fluorescence; active compounds read low; activity change, % (values are at about 110 or 230 µM); 0.15% of 480,000 active; AID 1347041; in the data active = activity change below about -30%; inconclusive = mostly about -25% to -30%;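 note: plate controls were DMSO wells for no effect and wells without enzyme for full effect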
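Human LDH5 (2 nM) was incubated with 0.06 mM NADH and 0.2 mM pyruvate for 5 min at room temperature in Tris pH 7.4. Remaining NADH was coupled through diaphorase/resazurin, and resorufin fluorescence was read at 0 and 20 min.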
D1 antagonist – antagonists of human D1 dopamine receptor. P21728. HEK293 TREx D1 cells, calcium flux, dopamine EC80; active compounds read low. activity change, negative = inhibition, % at 10 µM. 3.2% of 360,000 active. AID 504652; in the data active = activity change below about -30%; note: % is set by controls: 0 for no effect and ±100 for the full control effect
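Tetracycline-induced HEK293 Trex D1 cells, force-coupled to calcium, dye-loaded; compounds added and read 180 s, then EC80 dopamine added and calcium flux tracked kinetically another 180 s.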
* = called active by the depositor; u = inconclusive; x = no result given; & = joins results of further samples. Unless noted, calls come from the whole dose curve; as a rule, active = well fitted curve in the direction sought with a large enough effect; inconclusive = small, poorly fitted or top-dose-only effect, or another doubt; inactive = no such curve, though single readings can be large; an effect the other way counts as inactive or inconclusive. An excerpt. The share of hits here may be higher or lower than overall.

Molecule,Vif-A3F inh,D1 PAM,D1 antagonist,Vif-A3G inh,RXFP1 agonist,GRP78 ERSR act,LDHA inh,D1 agonist,D2 potentiator
CCN(C(=O)CN1C(=S)NC(C)(C)CC1C)c1ccc(C)c(C)c1 (centres undefined),-17.2%,-6.8,-13.7,3.0%,0.5%,4.6%,-12.1,0.8,1.7
Cc1nn(C(C)C(=O)NCCN2CCCCCC2)c(=O)c2nn(-c3ccccc3)c(C)c12 (centres undefined),-1.9%,5.8,15.8,-0.1%,4.3%,-2.1%,-6.2,0.0,-15.0
COc1ccc(C(=O)NNC(=O)C(=O)NCc2ccccc2)cc1,5.8%,-3.2,-48.2*,1.9%,-0.5%,-4.1%,4.9,0.8,2.5
COc1ccc(CN=CC2=C(O)CC(C)(C)CC2=O)cc1,-3.2%,-0.9,-2.3,0.3%,0.5%,4.8%,-1.9,2.3,4.1
CCc1ccc(NC(=O)C2CCN(S(=O)(=O)c3ccc4[nH]c(=O)ccc4c3)CC2)cc1,3.6%,1.2,14.5,-10.2%,4.3%,-3.1%,3.6,1.3,6.3
c1coc(C2OCC3(CO2)COC(c2ccco2)OC3)c1 (centres undefined),0.6%,1.6,4.1,0.6%,-0.4%,-4.0%,-2.6,2.2,8.7
Cc1onc(-c2ccccc2)c1C(=O)NCCc1ccc(Cl)cc1,2.1%,-1.4,1.3,-3.6%,3.5%,-4.2%,-1.5,9.2,-3.4
COc1ccc(-c2csc3nc(C(C)(C)C)oc(=O)c23)cc1OC,-0.4%,-6.0,-9.8,-1.2%,2.0%,-7.9%,-0.1,1.4,-0.4
Cc1ccc(-c2nc3cc(NC(=O)Cc4ccc(Cl)cc4)ccc3o2)cc1,0.4%,-0.4,-11.1,0.0%,19.9%,1.4%,-4.6,-0.5,2.9
O=C(CSc1nnc2ccc(-c3cccnc3)nn12)Nc1ccc(F)cc1F,0.5%,-1.8,1.4,0.7%,23.1%,-4.1%,4.4,1.2,7.6
O=C(Cc1ccc(Cl)cc1)NCCc1csc2nc(-c3ccccc3F)nn12,-11.5%,-1.1,8.5,0.5%,1.3%,1.6%,-4.8,-0.8,-8.1
CC(NC(=O)CCc1nnc(-c2ccccc2)o1)c1ccccc1 (centres undefined),5.0%,3.6,-0.9,-0.5%,0.6%,3.0%,-6.6,2.6,4.5
COc1ccc(NC(=O)c2cccc3c(Br)cccc23)cc1,-4.0%,-4.7,-5.9,-5.5%,1.7%,2.2%,-2.1,-2.5,20.9
O=C(/C=C/c1ccccc1)c1ccccn1,-19.9%,-6.2,8.9,-9.8%,0.2%,u,14.8,-1.1,2.3
CCN(CC)S(=O)(=O)c1ccc(NC(=O)CN(c2cccc(C)c2)S(C)(=O)=O)cc1,4.4%,-3.5,-2.4,1.4%,1.4%,-3.8%,-2.5,2.0,-3.4
c1ccc(SCCCCN2CCOCC2)cc1,2.1%,3.1,-7.2,-0.3%,0.2%,2.7%,-5.9,2.9,-4.8
COc1ccc(NC(=O)C2CCC(CNc3c(N4CCC(C)CC4)c(=O)c3=O)CC2)cc1OC (centres undefined),9.4%&-5.2%,x,19.7,-0.3%&0.1%,0.7%,-1.9%&-2.4%,-7.2&-8.8,0.8,-1.4
CCc1nnc(NC(=O)c2cc(=O)c3cc(C)ccc3o2)s1,0.5%,-2.3,-17.4,-2.0%,4.9%,0.7%,-4.2,0.7,8.6
Cc1cc(Cl)cc(Br)c1OCCCN1C(=O)NC(C)(C)C1=O,-3.4%,-5.5,-3.6,0.5%,-0.6%,-0.1%,-4.8,-1.4,-3.6
COc1ccc2cc(C#N)c(N3CCN(C(=O)c4ccccc4C)CC3)nc2c1,10.6%,-1.8,21.0,-6.5%,-1.9%,-8.1%,-16.1,0.3,1.9
CCOc1ccc2c(c1)C(c1ccc(C)cc1)=NNC(c1ccc(C)cc1)=N2,-2.1%,-7.8,5.3,u,-4.0%,4.9%,-2.3,1.2,-5.8
CC(=O)Nc1ccc(S(=O)(=O)N(C)CC(=O)N/N=C/c2cccs2)cc1,11.8%,-4.5,-4.5,2.4%,3.1%,-1.4%,-3.0,2.6,x
S=c1[nH]nc(C2CC2)n1Cc1ccccc1,-22.0%,3.9,2.2,-2.6%,0.6%,-3.5%,-1.6,9.8,-1.3
CC(C)CC(=O)Nc1ccc(Cc2ccncc2)cc1,16.2%,-3.9,-21.8,0.5%,-0.8%,-2.6%,-0.2,3.4,-5.5
CCn1cc(C(=O)NCc2ccco2)c(=O)c2cc(F)c(N3CCN(C(=O)c4ccco4)CC3)cc21,-11.8%,0.7,6.9,-0.8%,1.5%,-3.9%,2.1,2.7,-0.9
O=C(c1ccccc1)C1C(=O)c2ccccc2C1=O,35.5µM*,-5.0,-20.2,u,-4.1%,-0.6%,4.9,2.5,1.9
CC(=O)c1ccc(NC(=O)C(Cc2ccccc2)n2cccc2)cc1 (centres undefined),4.8%,-5.0,-10.4,3.2%,5.8%,-4.7%,1.2,12.2,x
Cc1cc(NC(=O)CSCc2nc(-c3cccc(F)c3)oc2C)no1,-1.8%,x,3.0,0.0%,-1.3%,5.2%,-17.0,13.4,-7.7
COC(=O)c1sc(NC(=S)NC(=O)c2ccc(F)cc2)nc1C,x,-2.0,-13.9,x,2.0%,x,x,2.2,2.1
CC(C)COc1ccc(C(=O)NC(=S)Nc2ccc(CN3CCOCC3)cc2)cc1,0.5%,-7.8,-4.9,2.3%,-0.3%,-5.2%,-2.2,3.8,-2.7
O=C(c1ccccc1)c1ccc(Oc2ncccn2)cc1,3.0%,-1.3,4.0,-1.6%,2.7%,2.5%,-5.7,3.8,10.3
O=C(O)Cn1nnn(-c2ccccc2)c1=S,x,-3.5,-15.9,1.9%,0.1%,1.4%,-2.7,0.6,-7.4
Cc1ccc(C(=O)CC(=O)c2ccccc2)cc1,-5.0%,2.8,14.4,-7.6%,-0.8%,5.3%,-11.4,-2.1,x
Cc1ccc(S(=O)(=O)Nc2cc(-c3ccccc3)nn2C)cc1,-0.9%,-1.9,9.2,1.6%,0.3%,1.2%,-1.4,1.1,16.6
O=Cc1cccnc1SCc1ccccc1,-6.8%,x,x,-9.0%,x,-2.4%,-10.4,x,x
CCOc1cc(C(=O)Nc2cccc3cccnc23)cc(OCC)c1OCC,2.1%,-4.0,11.9,-3.3%,-0.5%,-2.4%,3.6,11.6,1.6
COc1ccc(OC)c(Nc2ncnc3sccc23)c1,7.0%,-2.8,13.5,-18.0%,-1.3%,-3.1%,-10.5,0.5,6.6
Cc1ccc(NS(=O)(=O)c2ccc(C(=O)NCC(c3ccco3)N3CCCCC3)cc2)cc1 (centres undefined),-16.6%,-2.9,-1.1,-0.5%,-0.2%,-3.1%,-0.8,38.6*,-3.3
Cc1ccc(SC(C)C(=O)NCc2ccncc2)cc1 (centres undefined),14.9%,8.3,-21.3,0.7%,1.2%,-3.2%,-5.1,2.0,7.5
O=C(O)c1ccc(CSCc2ccccc2)o1,-5.4%,x,x,3.8%,x,-3.6%,0.0,x,x
O=c1c2ccccc2cnn1Cc1n[nH]c(=S)n1-c1ccc(F)cc1,-17.8%,1.2,14.6,0.6%,u,-1.2%,-16.1,2.9,-7.2
Cc1ccc(C)c(N2CCN(C(=S)Nc3ccc4nc(N5CCOCC5)cc(C)c4c3)CC2)c1,4.2%,1.2,4.0,-3.2%,3.0%,2.7%,-0.1,11.0,-5.9
COc1ccc(C2NCCn3cccc32)cc1 (centres undefined),-2.7%,-19.1,-16.0,1.1%,0.0%,-4.3%,-3.2,5.1,x
CCOC(=O)C1(Cc2ccc(OC)cc2)CCN(C(=O)c2cc(C)on2)CC1,-2.6%,2.8,-33.4*,-4.6%,0.5%,-1.5%,-0.4,3.8,-5.7
Cc1cc(C)nc(SCCCNCc2ccccc2)n1,0.1%,-2.4,-2.5,2.5%,-2.2%,-2.6%,-1.2,9.3,-36.6
Cc1ccc(C(=O)Nc2nnc(SCc3cc(=O)c4c(C)ccc(C)c4[nH]3)s2)cc1,-22.9%,1.4,-3.4,-3.0%,3.1%,-0.9%,6.0,0.5,-7.1
COc1ccc(CCN2CCCC(CN(C)C(=O)c3cc(C)oc3C)C2)cc1 (centres undefined),1.0%,28.4,12.1,2.4%,1.9%,2.8%,-1.3,7.6,4.0
Cc1cccc(-n2c(O)c(C=Nc3ccccc3O)c3ccccc3c2=O)n1,0.4%,-4.5,8.2,-10.1%,4.7%,-3.9%,-11.9,5.0,4.2
COc1ccc(NC(C)=O)cc1NC(=O)CSc1nnc(-c2ccccc2)n1N,-6.0%,-4.9,5.4,7.6%,1.2%,0.8%,2.7,-0.6,-10.2
CSc1ncnc2c1ncn2CCCNCCc1ccccn1,-4.0%,x,x,-0.9%,x,4.6%,-2.7,x,x
CN1CCN(C(=O)/C=C/c2ccc(C#N)cc2)CC1,-2.4%,2.5,-0.8,0.3%,1.5%,-0.8%,-1.1,1.6,4.9
CC(=O)c1ccc(C(=O)Nc2sc3c(c2C(N)=O)CCN(Cc2ccccc2)C3)cc1,x,-8.2,-8.2,x,3.9%,x,x,63.2*,-0.4
O=C(NCC1CCCO1)c1ccc(Cn2c(=S)[nH]c3ccccc3c2=O)cc1 (centres undefined),0.4%,1.3,6.0,-1.6%,3.9%,0.3%,-5.0,0.9,9.6
CCCCn1c(=O)[nH]c(=O)c2c1nc(-c1ccc(-c3ccccc3Br)o1)n2CCOC,-7.6%,-2.7,7.9,-6.5%,3.2%,-0.1%,0.9,1.2,-0.5

3 of the entries above in order of their number in D1 PAM, descending:
Compound	D1 PAM
CCCCn1c(=O)[nH]c(=O)c2c1nc(-c1ccc(-c3ccccc3Br)o1)n2CCOC	-2.7
Cc1cccc(-n2c(O)c(C=Nc3ccccc3O)c3ccccc3c2=O)n1	-4.5
CC(=O)c1ccc(C(=O)Nc2sc3c(c2C(N)=O)CCN(Cc2ccccc2)C3)cc1	-8.2
